GBA activity up: increases beta-glucosidase activity in Gaucher fibroblasts; L444P Gaucher fibroblasts, 4-MU-glucoside fluorescence, 3 days; activation, % at 10 µM; 0.44% of 30,000 active; AID 784; in the data active = activation above about 65%;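 note: 0% = vehicle wells and 100% = positive control wells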
Target sequence (P04062 whole entry L483P): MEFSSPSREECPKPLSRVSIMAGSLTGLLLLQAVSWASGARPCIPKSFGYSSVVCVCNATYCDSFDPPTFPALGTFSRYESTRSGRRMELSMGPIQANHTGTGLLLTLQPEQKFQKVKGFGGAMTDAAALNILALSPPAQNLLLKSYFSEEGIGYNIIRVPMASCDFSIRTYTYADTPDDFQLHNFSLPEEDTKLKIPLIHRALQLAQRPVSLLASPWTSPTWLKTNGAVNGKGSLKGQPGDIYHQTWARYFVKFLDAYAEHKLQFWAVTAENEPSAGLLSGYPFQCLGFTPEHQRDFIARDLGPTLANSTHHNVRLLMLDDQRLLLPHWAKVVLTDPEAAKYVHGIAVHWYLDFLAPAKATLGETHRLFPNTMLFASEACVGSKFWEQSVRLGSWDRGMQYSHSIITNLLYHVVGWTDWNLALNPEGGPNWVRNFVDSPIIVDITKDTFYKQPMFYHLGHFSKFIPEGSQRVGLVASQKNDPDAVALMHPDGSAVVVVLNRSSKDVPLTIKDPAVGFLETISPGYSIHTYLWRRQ
* marks the source's active call; other numbers are inactive results. These rows are one share of the data; count on the stated rates, not on these rows.

Compound | GBA activity up
COc1ccc2cc(C(=O)OC(C)C)sc(=O)c2c1OC | -13.7
NC(=O)c1ccccc1NC(=O)CN1CCOCC1 | -14.3
CCc1cc(Br)ccc1NC(=O)C1CCCO1 (stereo unspecified) | -24.4
CCOc1ccc2[nH]c(=O)c(CN(C(=O)N3CCOCC3)C3CC3)cc2c1 | -13.5
CS(=O)(=O)Nc1cccc(C(=O)CC2(O)C(=O)Nc3ccc(Br)cc32)c1 (stereo unspecified) | 2.8
O=C(NCCCN1CCOCC1)c1ccc(CS(=O)(=O)c2cccc(C(F)(F)F)c2)o1 | -8.7
CC(=O)OCC(=O)[C@@]1(O)CC[C@H]2[C@@H]3CCC4=CC(=O)C=C[C@]4(C)[C@@]3(Cl)[C@@H](Cl)C[C@@]21C | -4.4
Cc1nn(Cc2ccccc2)c(C)c1C(=O)OCC(=O)c1cc(C)n(C2CC2)c1C | -14.2
O=S1(=O)C=C(N2CCCCC2)c2ccccc21 | -11.4
Cc1ccc(C)c2[nH]c(=O)c(CCNC(=O)C(C)(C)C)cc12 | 4.9
COc1ccc2[nH]c(=O)c(CN(Cc3cccs3)S(=O)(=O)c3cccc4nsnc34)cc2c1 | 24.5
Cc1ccc(-c2nnn(CC(=O)N(CC3CCCO3)C(C(=O)NC(C)(C)C)c3ccc(F)cc3)n2)o1 (stereo unspecified) | 30.7
O=C(O)CCC(=O)CCC(=O)c1ccccc1 | 2.7
O=C(NCc1ccco1)C1CC(=O)N(CCc2ccccc2)C1 (stereo unspecified) | -5.9
CSc1ccc(C(C(C(=O)c2cccs2)N2CCOCC2)N2CCOCC2)cc1 (stereo unspecified) | -7.3
N#Cc1nc(COc2ccc(Cl)cc2Cl)oc1N1CCN(c2ccccc2)CC1 | -15.8
CCOC(=O)c1cc2c3ccccc3n(CC)c2nc1N | 1.8
Cc1cc2ccccc2c(=O)n1CC(=O)NCC1COc2ccccc2O1 (stereo unspecified) | 1.6
COc1ccc(NC(=O)Nc2ncn(Cc3cccc(C(F)(F)F)c3)n2)cc1OC | -31.9
Cc1cc(C)c(NC(=O)CS(=O)CC(=O)NCC2CCCO2)c(C)c1 (stereo unspecified) | -15.6
FC(F)(F)c1ccccc1Nc1nccs1 | -9.1
O=C(Nc1ccc2oc(-c3ccccc3)nc2c1)c1ccc2c(c1)OCCO2 | 1.9
OC(CNCC1COc2ccccc2O1)COCc1cccs1 (stereo unspecified) | -18.2
CC(=O)N1CCc2cc(S(=O)(=O)NC(CC(C)C)C(=O)Nc3cc(C)ccn3)ccc21 (stereo unspecified) | -13.8
CCOC(=O)c1ccc(CS(=O)c2ccc(Cl)cc2)o1 (stereo unspecified) | -33.3
Cc1ccc(N(C(C)C(=O)Nc2ccc3c(c2)OCO3)S(C)(=O)=O)cc1 (stereo unspecified) | 17.3
O=C(CCS(=O)(=O)c1ccc(Br)s1)N1CCc2ccccc21 | -27.4
CCOC(=O)C1(Nc2nccs2)Sc2ccccc2NC1=O (stereo unspecified) | -17.5
Cc1ccc(C)c(NC(=O)C2CC(O)CN2C(=O)OC(C)(C)C)c1 (stereo unspecified) | 71.8*
CN1CCN(Cc2cc(COCc3ccccc3)c3cccnc3c2O)CC1 | -11.7
O=C(C1CCN(S(=O)(=O)N2CCC3(CC2)OCCO3)CC1)N1CCOCC1 | -1.1
O=C(c1cc(-c2cccs2)on1)N1CCc2ccccc2C1 | -5.0
c1coc(-c2nnc(SCc3cn4ccccc4n3)o2)c1 | 15.9
c1nnn(C23CC4CC(CC(C4)C2)C3)n1 | -1.1
CCOC(=O)c1c(C)nn(Cc2ccccc2)c1N | -43.0
CCOc1ccc(N2CCCn3c2nc2c3c(=O)n(CCc3ccccc3)c(=O)n2C)cc1 | -24.1
COCCNC(=O)C1CCCN(c2ncccn2)C1 (stereo unspecified) | -2.3
Cc1cc(=O)n2c(ccc3ccccc32)c1C#N | 2.0
CCOC(=O)N1CCN(C(=O)CN(c2ccc(Cl)c(C(F)(F)F)c2)S(C)(=O)=O)CC1 | -29.1
CN(C)S(=O)(=O)N1CCCN(S(=O)(=O)N(C)C)CC1 | 12.2
CCCCN(CC)S(=O)(=O)c1ccc(C(=O)Nc2nnc(-c3cccs3)o2)cc1 | -6.8
CCOc1ccc(S(=O)(=O)NCc2csc(C)n2)cc1 | -11.3
O=C(c1ccc(S(=O)(=O)NCC2CCCO2)cc1)N1CCc2ccccc21 (stereo unspecified) | 10.1
COC(=O)c1ccc(CSc2nnc(NCc3ccccc3)s2)o1 | -2.2
CC(=O)Nc1ccc(S(=O)(=O)N2CCN(c3nc(NC4CCCC4)c4ccccc4n3)CC2)cc1 | -36.8
Cc1ccc(NC2=NCC(=O)N2Cc2ccc3c(c2)OCO3)cc1 | -23.0
NC(=O)NCC12CC3CC(CC(C3)C1)C2 | 3.8
COc1ccc(N(C)S(=O)(=O)c2ccc3c(c2)oc(=O)n3C)cc1 | -10.7
CCc1nnc(NC(=O)NCN2C(=O)C3C4C=CC(C4)C3C2=O)s1 (stereo unspecified) | 1.9
CC1=C(C(=O)N2CCc3ccccc32)C2(CCC(C)CC2)OC1=O (stereo unspecified) | -17.5
CCN(CC)CC(=O)Nc1c(C)cccc1C | -5.1
Clc1ccc2nc(CSc3nnc(-c4c[nH]c5ccccc45)o3)cn2c1 | -14.5
CC1(C)O[C@@H]2C[C@H]3[C@@H]4C[C@H](F)C5=CC(=O)CC[C@]5(C)[C@H]4[C@@H](O)C[C@]3(C)[C@]2(C(=O)CO)O1 | -4.1
COCCCN1C(=O)C(=O)/C(=C(/O)c2ccc(OC(C)C)cc2)C1c1ccc(O)c(OC)c1 (stereo unspecified) | -3.5
CCCc1nc2sc3ccccc3c(=O)c2c(=O)n1Cc1ccco1 | 3.3
CC(C)Cn1c(CCC(=O)O)ccc1-c1cccs1 | 1.2
CC(=O)c1ccc(S(=O)(=O)NCCCC(=O)NCCc2ccccn2)cc1 | 1.2
CCOC(=O)Cc1nn(CCc2ccccn2)c(=O)c2ccccc12 | -29.7
COc1cc(-c2cc(C(=O)N3CCN(c4ccccn4)CC3)c3ccccc3n2)cc(OC)c1OC | -17.6
CCOC(=O)c1cc2sccc2n1CC(=O)N1CCCC1 | 17.8

Carrying on:
Structure | GBA activity up
CC[C@H]1CN2CCc3cc(OC)c(OC)cc3[C@@H]2C[C@@H]1C[C@H]1NCCc2cc(OC)c(OC)cc21 | -34.7
O=C(Cc1c(F)cccc1Cl)Nc1cccnc1 | -19.3
O=C(CCCN1C(=O)c2ccccc2C1=O)Nc1ccc(S(=O)(=O)N2CCOCC2)cc1 | 50.3
CCNc1nc(SC(C)C(=O)OC)nc(N2CCOCC2)n1 (stereo unspecified) | -2.0
CN1CCC(OC(=O)C23CCC(C)(C(=O)O2)C3(C)C)CC1 (stereo unspecified) | -5.9
Nc1ccc(-c2nc3c(Cl)cc(N)cc3[nH]2)cc1 | -22.3
O=C(CN1C(=O)NC2NC(=O)NC21)NC1CCCCC1 (stereo unspecified) | -0.8
CCOC(=O)COc1ccc(C2NC(C(=O)O)CS2)cc1 (stereo unspecified) | 2.2
Cc1c(C(=O)N(Cc2cccs2)C2CCS(=O)(=O)C2)oc2ccccc12 (stereo unspecified) | -22.9
O=C(Nc1ccccc1)c1ccc(NCCN2CCOCC2)c(S(=O)(=O)N2CCOCC2)c1 | -14.2
CCCSCCCNC(=O)c1cc2c(s1)CS(=O)(=O)C2 | -1.4
Cc1cccn2c(=O)c3cc(C(=O)NCCCn4ccnc4)n(C)c3nc12 | 61.8
C=CCOc1cccc(C2/C(=C(/O)c3ccccc3)C(=O)C(=O)N2CCCN2CCOCC2)c1 (stereo unspecified) | -18.0
CC(=O)c1ccc(Nc2nc(C)nc3c2oc2ccccc23)cc1 | 3.7
Cc1ccc(SCCNC(=O)CN(c2ccc3c(c2)OCO3)S(C)(=O)=O)cc1 | -27.1
CC(=O)CC(C)(C)n1nnc(-c2ccccc2)n1 | -4.2
Oc1ccccc1-c1cc(-c2ccc3c(c2)OCCO3)n[nH]1 | -15.1
COc1cccc(CN2CCN(CC(=O)Nc3ccccc3Cl)CC2)c1 | -28.0
CCN(CC)CCNC(=O)CS(=O)Cc1nc(-c2ccccc2Cl)oc1C (stereo unspecified) | 1.7
CCN(CC)S(=O)(=O)c1cccc2nsnc12 | -10.5
Cc1ccc2c(c1)N(CC(=O)N1CCCc3ccccc31)C(=O)C(C)O2 (stereo unspecified) | -11.8
O=C(COc1ccc(F)cc1)NC1CC1 | -3.9
CCCCC(c1nnnn1CCOC)N1CCN(C(=O)c2ccco2)CC1 (stereo unspecified) | 5.0
CC1(O)CC(=O)N(c2ccccc2)O1 (stereo unspecified) | -27.3
COc1ccc(C2(O)CCN(Cc3nnnn3Cc3ccc(F)cc3)CC2)cc1 | 3.7
Nc1nonc1-c1noc(N2CCCCC2)n1 | 0.6
COc1cc(C(=O)Nc2ccncc2)cc(OC)c1OC | 3.9
COc1ccc(-c2nnn(Cc3nn[nH]n3)n2)cc1OC | -35.5
Cc1cccc(N2CCN(C(=O)c3ccc(NC(=O)C4CCCO4)cc3)CC2C)c1 (stereo unspecified) | -11.5
COc1ccccc1NC(=O)CN(Cc1ccco1)C(=O)c1cccs1 | -5.4

Structures from the list above that have an aryl thioether with sulfur outside any ring (six):
Structure | GBA activity up
CSc1ccc(C(C(C(=O)c2cccs2)N2CCOCC2)N2CCOCC2)cc1 (stereo unspecified) | -7.3
c1coc(-c2nnc(SCc3cn4ccccc4n3)o2)c1 | 15.9
COC(=O)c1ccc(CSc2nnc(NCc3ccccc3)s2)o1 | -2.2
Clc1ccc2nc(CSc3nnc(-c4c[nH]c5ccccc45)o3)cn2c1 | -14.5
CCNc1nc(SC(C)C(=O)OC)nc(N2CCOCC2)n1 (stereo unspecified) | -2.0
Cc1ccc(SCCNC(=O)CN(c2ccc3c(c2)OCO3)S(C)(=O)=O)cc1 | -27.1

Continued:
Structure | GBA activity up
C=CCC1c2cccc(C(=O)O)c2C(=O)N1c1cccc(C)c1 (stereo unspecified) | 10.2
CCOC(=O)N1CCN(C(=O)COc2ccc(Br)cc2)CC1 | 4.3
COc1cccc(N2CCCn3c2nc2c3c(=O)n(CCN3CCOCC3)c(=O)n2C)c1 | 17.3
COC(=O)NCc1cc2cc(Cl)ccc2[nH]1 | -2.0
Cc1ccc(S(=O)(=O)n2nc(OC(=O)c3cccs3)cc2N)cc1 | 10.7
Cc1cccc(-n2nc3c(c2NC(=O)c2ccc(S(=O)(=O)N4CCOCC4)cc2)CSC3)c1C | -8.3
CC1(C)NC(=O)N(CN2C(=O)NC(C)(C)C2=O)C1=O | -21.1
Cc1oc2cc3oc(=O)c4c(c3cc2c1C)CCC4 | 13.6
COc1cccc(NC(=O)[C@@H]2CCCN2C(=O)C2CCN(S(=O)(=O)c3ccc(C)cc3)CC2)c1 | -4.3
c1ccc2c(c1)CNC1(CCCCC1)C2 | -32.3
CCOC(=O)c1c(O)c2ccccc2n(-c2ccccc2)c1=O | -1.7
Cn1c(N)c(C(=O)COC(=O)Cc2ccsc2)c(=O)n(C)c1=O | -49.2
CCOc1ccccc1C1C(C(=O)Nc2ccccc2OC)=C(C)Nc2nnnn21 (stereo unspecified) | 152.5*
O=C(COc1ccc(S(=O)(=O)NC2CCCCC2)cc1)NCc1ccccn1 | -55.6
COc1ccc(-c2nnc(SCC(=O)N3CCc4ccccc4C3)o2)cc1 | 8.0
COc1ccc(NC(=O)c2ccccc2Cl)cc1NC(=O)CN1CCOCC1 | 2.1
CCOC(=O)N1CCN(C(=O)CCCOc2ccccc2)CC1 | -9.1
O=C(NCc1ccccc1Cl)C1CCN(S(=O)(=O)N2CCC3(CC2)OCCO3)CC1 | 57.4
CCOC(=O)SC1=N/C(=C\c2ccc(N(C)C)cc2)C(=O)S1 | 10.2
Cc1ccccc1S(=O)(=O)Cc1ccc(C(=O)NCCN2CCCCC2C)o1 (stereo unspecified) | -51.5
Cc1nn2c(-c3cccc(NC(=O)CSc4nc5ccccc5o4)c3)nnc2c2ccccc12 | 3.1
COC(=O)c1cccc(OCC(O)Cn2cnc3cc(C)c(C)cc32)c1 (stereo unspecified) | -2.6
O=C(CN1CCOCC1)Nc1cccc(Cl)c1Cl | -22.4
CCN1CCCC1CNC(=O)c1csc2c1CCCC2 (stereo unspecified) | 6.8
COc1ccc(OC)c(N(CC(=O)Nc2ccccc2)S(C)(=O)=O)c1 | -31.0
CCOC(=O)c1c(N)sc(C(=O)Nc2ccc3c(c2)OCO3)c1C | 6.7
c1ccc(-n2c(-c3ccco3)nnc2N2CCOCC2)cc1 | -9.8
Cc1ccc(-c2nnn(CC(=O)N(c3ccccc3F)C(C(=O)NC3CCCC3)c3ccco3)n2)o1 (stereo unspecified) | -4.8
CC1(C)NC(=O)N(CC(O)CN2CCOCC2)C1=O (stereo unspecified) | -15.1
Cc1ccc2c(c1)nnn2C1CCN(CC(=O)NCCc2ccccc2)CC1 | -34.6
Cc1c(C(=O)N2CCCCC2)sc(NC(=O)C2CC2)c1C#N | -3.3
Cn1c(SCC(=O)N2CCOCC2)nnc1-c1cnccn1 | 23.9
O=C1N(CN2C(=O)C3(OCCO3)c3ccccc32)c2ccccc2C12OCCO2 | -4.5
CCCn1c(=O)c(C(=O)Nc2nnc(CC)s2)c(O)c2ccccc21 | 10.2
COC(=O)COc1ccc2oc(=O)cc(C)c2c1 | -16.5
CC(C)(C)c1ccc(OCC(=O)NCc2ccco2)c(Br)c1 | 11.0
Cc1ccc(C)c(NC(=O)Cn2nnc(C(=O)Nc3c(C)cccc3C)c2N)c1 | 1.3
CCOC(=O)C1CCN(C(=O)CCc2nc3ccccc3[nH]2)CC1 | 0.1
CCCc1nc2c(sc3nc4c(cc32)COC(C)(C)C4)c(=O)n1Cc1ccco1 | -31.1
CC(=O)N1CCc2cc(Br)cc(S(=O)(=O)NCc3ccccn3)c21 | -3.0
CCc1nnc(NC(=O)Cn2ccc(C(F)(F)F)n2)s1 | 4.2
Cc1nc2nc(COc3ccccc3)[nH]n2c(=O)c1C | 8.2
CCOC(=O)c1c(C)oc2c1c(C(c1cccnc1)N1CCN(C)CC1)c(O)c1ccccc12 (stereo unspecified) | 15.4
CCCCOC(=O)Nc1nc2ccc(OC)cc2s1 | 11.3

An excerpt from above in order of molecular weight, smallest number first.
Structure | GBA activity up
COC(=O)COc1ccc2oc(=O)cc(C)c2c1 | -16.5
O=C1N(CN2C(=O)C3(OCCO3)c3ccccc32)c2ccccc2C12OCCO2 | -4.5
CC(=O)N1CCc2cc(Br)cc(S(=O)(=O)NCc3ccccn3)c21 | -3.0

From PubChem
